TTR transcr act = activators of transthyretin transcription. activation, % at 16.7 µM. SH-SY5Y TTR promoter Gaussia luciferase, luminescence; 100% = recombinant luciferase protein wells. AID 1117267. 92,000 compounds, 1.3% hits;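 active means activation above the mean of all tested compounds plus 3 SD, cut at about 9.5% in these data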;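 further: cells exposed to compounds for one day before reading; 0% = median of all test compound wells on the plate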
* = called active by the depositor. The list is partial. The share of hits here may be higher or lower than overall.

TTR transcr act,SMILES
-1.2,Cc1ccc(C)c(CSC2=NCCN2C(=O)Cc2ccc([N+](=O)[O-])cc2)c1
-1.1,COc1ccc(-c2cc(C(=O)N(C)Cc3ccc(F)cc3)c3ccccc3n2)cc1OC
-3.5,OCCOCCn1c(CCNc2nc(-c3ccc(F)cc3)cs2)nc2cc(C(F)(F)F)ccc21
-0.4,COc1cccc(NC(=O)c2ccc3nc(C)c(N(C)Cc4ccc(NC(C)=O)cc4)n3c2)c1
-3.9,C=CCn1c2ccccc2c2nnc(SCN3C(=O)c4ccccc4C3=O)nc21
-2.9,Cc1oc(C)c2c(=O)ccc3c(c12)OC(N)=C(C#N)C3c1ccccc1Cl (stereo not drawn)
-0.9,CCOC(=O)Cc1cc(=O)[nH]c(/N=C(/NC(=O)c2ccccc2)Nc2ccccc2C(F)(F)F)n1
2.3,O=C(O)c1ncn(Cc2ccccc2)c1C(=O)O
0.1,N#Cc1ccc(NC2c3ccccc3CC2O)cc1 (stereo not drawn)
1.0,COc1cc(NC(=S)NCCc2ccccc2)c(OC)cc1NC(=O)CC(C)C
2.9,O=C(c1cc(-c2ccco2)on1)N1CCc2ccccc2C1
0.2,COc1ccc(NC(=O)CSc2nnc(CCC(=O)O)c(=O)n2N)cc1
2.9,O=C(NCc1ccncc1)c1cc(C(=O)C2CC2)c[nH]1
-0.4,CC1CCCCC1NC(=O)CSc1nnc(CN2CCOCC2)n1C (stereo not drawn)
3.1,Nc1nn2cc(-c3ccc(Br)cc3)nc2c2ccccc12
-1.2,CCCCC1=CC2=CC(=O)C(C)(OC(=O)CC)C(=O)C2=CN1Cc1ccccc1 (stereo not drawn)
-0.5,Cc1cc2nc(C)c3c(n2n1)CCC3
2.0,O=C(N/C(=C/c1ccc([N+](=O)[O-])cc1)C(=O)N1CCOCC1)c1ccco1
6.8,Cc1cc(C)cc(C(O)c2ncc(-c3ccccc3F)[nH]2)c1 (stereo not drawn)
0.4,c1ccc2c(c1)CSc1ccccc1N2
0.3,CC(c1ccccn1)N(C)C(=O)c1ccc2nc(Cc3cccc(Cl)c3)oc2c1 (stereo not drawn)
-0.7,O=C(Cn1c(=O)[nH]c2ccsc2c1=O)NC1CCCCCC1
1.0,O=C(NCc1ccc2c(c1)OCO2)C1CC(c2ccccc2O)=NO1 (stereo not drawn)
-0.3,CC1=C(C(=O)OC(C)C)C(c2cn(-c3ccccc3)nc2-c2cccs2)NC(=O)N1 (stereo not drawn)
1.4,CCn1c(Cn2nnc(-c3ccccc3)n2)nnc1SCC(=O)Nc1ccccc1
0.8,CCOC(=O)c1cc(C)nc(N2CCCCC2)c1C#N
0.3,Cc1ccccc1C(=O)NC(CC(C)C)C(=O)NCC(C)(C)N1CCOCC1 (stereo not drawn)
0.1,Cc1ccc(S(=O)(=O)NCCC(=O)NC2CCCCCC2)cc1C
-1.6,COc1ccc(C2CC(=O)C=C(NCc3ccc4c(c3)OCO4)C2)cc1 (stereo not drawn)
2.7,Cc1noc(C)c1CSc1nc2ccccc2[nH]1

Reprinted from above for reference:
TTR transcr act,SMILES
2.9,O=C(c1cc(-c2ccco2)on1)N1CCc2ccccc2C1
0.2,COc1ccc(NC(=O)CSc2nnc(CCC(=O)O)c(=O)n2N)cc1
2.9,O=C(NCc1ccncc1)c1cc(C(=O)C2CC2)c[nH]1
-0.4,CC1CCCCC1NC(=O)CSc1nnc(CN2CCOCC2)n1C (stereo not drawn)
3.1,Nc1nn2cc(-c3ccc(Br)cc3)nc2c2ccccc12
-1.2,CCCCC1=CC2=CC(=O)C(C)(OC(=O)CC)C(=O)C2=CN1Cc1ccccc1 (stereo not drawn)
-0.5,Cc1cc2nc(C)c3c(n2n1)CCC3
2.0,O=C(N/C(=C/c1ccc([N+](=O)[O-])cc1)C(=O)N1CCOCC1)c1ccco1
6.8,Cc1cc(C)cc(C(O)c2ncc(-c3ccccc3F)[nH]2)c1 (stereo not drawn)
0.4,c1ccc2c(c1)CSc1ccccc1N2
0.3,CC(c1ccccn1)N(C)C(=O)c1ccc2nc(Cc3cccc(Cl)c3)oc2c1 (stereo not drawn)
-0.7,O=C(Cn1c(=O)[nH]c2ccsc2c1=O)NC1CCCCCC1
1.0,O=C(NCc1ccc2c(c1)OCO2)C1CC(c2ccccc2O)=NO1 (stereo not drawn)
-0.3,CC1=C(C(=O)OC(C)C)C(c2cn(-c3ccccc3)nc2-c2cccs2)NC(=O)N1 (stereo not drawn)
1.4,CCn1c(Cn2nnc(-c3ccccc3)n2)nnc1SCC(=O)Nc1ccccc1
0.8,CCOC(=O)c1cc(C)nc(N2CCCCC2)c1C#N
0.3,Cc1ccccc1C(=O)NC(CC(C)C)C(=O)NCC(C)(C)N1CCOCC1 (stereo not drawn)

Next records
TTR transcr act,SMILES
3.2,CCN(CC)c1ccc(NC(=O)C(C)C)cc1
1.2,Cc1cc(C)c(NC(=S)N(CCN(C)C)Cc2cccs2)c(C)c1
-1.1,CC(=O)N=c1sccn1CC(=O)c1ccc([N+](=O)[O-])cc1
-0.6,Fc1ccc(CN2CCCN(C(=S)Nc3ccc(F)cc3)CC2)cc1
0.9,COc1ccc(OCC(O)CNC(=O)c2c(-c3ccccc3)noc2C)cc1 (stereo not drawn)
-0.8,Cc1nnc(SCc2nnc(-c3ccccc3)o2)n(N)c1=O
-1.4,Cc1ccc(-c2noc(CN3C(C)CCCC3C)n2)cc1 (stereo not drawn)
0.9,COc1ccc2c(c1)CCC1C2CCC2(C)C(O)C(=O)CC12 (stereo not drawn)
-0.6,O=C(OCC(=O)c1ccccc1)C1=NN(c2ccccc2)C(=O)CC1
-1.2,CCOc1ccc(CSC(=N)N)cc1
-1.1,O=C1CCN(S(=O)(=O)c2cc(C(F)(F)F)ccc2Cl)CC1
1.1,Cc1ccc(N=C2NC(=O)/C(=C/c3cccnc3)S2)cc1C
-1.4,CCOn1c(=O)c(-c2cccc(Br)c2)[n+]([O-])c2ccccc21
3.3,O=C(CN(Cc1cccs1)C(=O)CNS(=O)(=O)c1ccccc1)NCc1ccco1
0.4,CC1=NN(C(=O)c2ccco2)C(O)(c2ccccc2)C1 (stereo not drawn)
-0.1,Cc1cc(=O)oc2cc(OCC(=O)Nc3c(Cl)cccc3C(F)(F)F)ccc12
2.3,O=C(Nc1ccccc1)N(Cc1ccc2c(c1)OCO2)Cc1nc2ccccc2c(=O)[nH]1
1.7,FC(F)(F)c1ccc2nc(CNc3nc(N4CCOCC4)nc4c3ncn4-c3ccsc3)[nH]c2c1
3.3,O=C(CCn1nnnc1CN1CCOCC1)N1CCC(c2cccc(Cl)c2)C1 (stereo not drawn)
-0.4,CC(=O)c1cccc(NC(=O)CN(c2ccc(F)cc2)S(C)(=O)=O)c1
-1.6,Cn1nc([N+](=O)[O-])nc1Sc1ccc(C(C)(C)C)cc1
4.8,CCOc1ccc(/C(C)=N/N2C(=O)C(CC(=O)Nc3ccc(OC)cc3[N+](=O)[O-])SC2=Nc2cccc(C)c2C)cc1 (stereo not drawn)
0.0,CN1CCN(CC(=O)Nc2cccc([N+](=O)[O-])c2)CC1
1.2,CC1(C)CC(=O)C(c2ccccc2)(c2ccccc2)C(=O)C1
-0.7,OC(COc1ccc2cc(Br)ccc2c1)CN1CCOCC1 (stereo not drawn)
0.9,O=C1CC(N2CCC(c3nc4ccccc4o3)CC2)C(=O)N1c1ccc(F)cc1 (stereo not drawn)
-2.8,COc1ccc(CC(=O)Nc2ccc(S(=O)(=O)N3CCCC3)cc2)cc1OC
0.8,C[C@@H]1CCN(C2CC2)S(=O)(=O)c2c(cccc2N2CC[C@H](N(C)C)C2)O1
-0.4,COc1ccc(NC(=O)CN2CCCCC2)cc1
-0.2,O=C(NC(=S)NNC(=O)c1cccs1)c1ccc(Br)o1
-2.0,Cc1cc(NC(=O)CS(=O)(=O)c2cn(Cc3cccc(Br)c3)c3ccccc23)no1
0.9,CC1=CC2=NC(=O)/C(=C/c3coc4ccccc4c3=O)C(=N)N2O1
-2.5,COc1cc(/C=C/C(=O)OCC(=O)Nc2cc(S(=O)(=O)N3CCOCC3)ccc2Cl)cc(OC)c1OC
1.7,CCOC(=O)c1c(NC(=O)C2CC2)sc(C)c1CC
-2.3,COc1cc(OC)cc(C(=O)Oc2ccc(/C=N/Nc3nc4ccccc4s3)cc2OC)c1
-1.1,O=c1[nH]nc(-c2cccs2)c2ccccc12
3.0,Cc1cccc(OCC(=O)NCC(=O)N/N=C/c2ccc([N+](=O)[O-])cc2)c1
1.2,C[C@H](CO)N1C[C@H](C)[C@@H](CN(C)S(=O)(=O)c2cccs2)OCc2cn(nn2)CCCC1=O
-2.0,Cc1ccc(N=C2N=C(N)c3ccccc32)cc1C
4.5,COc1ccc(Cn2ccc3ccc(-c4ccc5ccn(Cc6ccc(C#N)cc6)c5c4)cc32)cc1
-0.8,NC(=O)c1c(NC(=O)C2CCCO2)sc2c1CCCC2 (stereo not drawn)
-1.9,O=C(NCC1CCCO1)c1cc(-c2ccccc2)nc2ccccc12 (stereo not drawn)
3.3,CC(NC(=O)[C@H](C)NC(=O)C1CC(=O)N(c2ccc3c(c2)OCO3)C1)c1ccccc1 (stereo partly drawn)
3.3,NCCCC[C@@H](C(=O)N1CCNCC1)n1cc(CCC(=O)O)nn1
-0.8,CS(=O)(=O)N(CC(=O)NCCSCc1ccccc1)c1ccccc1
-1.5,C=CCn1c(SCC(=O)NCC)nc2sc3c(c2c1=O)CCC3
-0.6,COC(=O)C1=C(N)OC2=C(C(=O)CC(C)(C)C2)C1c1ccccc1OC (stereo not drawn)
-0.1,CCCC(=O)Nc1ccccc1-c1nnc(SC)[nH]c1=O
-7.0,O=C(/C=C/Nc1cccc(C(F)(F)F)c1)c1ccc(Oc2ncccn2)cc1
-0.7,COc1ccc(-c2csc(-c3cccs3)n2)c(OC)c1

Next section
TTR transcr act,SMILES
0.5,Nc1ccc([N+](=O)[O-])cc1C(=O)NNC(=O)c1ccco1
-1.3,O=C(CC1CCCCC1)Nc1nc2ccccc2s1
-0.1,CSc1cccc(NC(=O)CC2Oc3ccccc3NC2=O)c1 (stereo not drawn)
-0.2,O=c1cc(-c2c(F)c(F)c(F)c(F)c2F)oc2ccccc12
0.2,CCCN(CC(=O)Nc1ccccc1C)C(=O)c1ccc(S(=O)(=O)N2CCCCC2)cc1
1.0,O=C(COC(=O)Cc1c[nH]c2ccccc12)Nc1ccccc1C(F)(F)F
-4.4,COc1ccc(C[C@H]2CN3C(=NC[C@@H]3C(C)C)N2CCNC(=O)CCC2CCCCC2)cc1
-2.2,Cc1c(Cl)cccc1NC(=S)NCCc1ccc(S(N)(=O)=O)cc1
-0.1,COc1cc(NC(=O)C2(C)CCN2C(C)C)cc(OC)c1OC (stereo not drawn)
4.3,O=C(NCCS(=O)(=O)N1CCN(c2ccccc2)CC1)c1ccco1
-3.3,COc1ccc(CCNC(=O)Cn2nnc(C(=O)Nc3ccc(Br)cc3)c2N)cc1OC
2.0,CCOc1cc(/C=N/NC(=O)c2cccnc2)ccc1OCC(=O)N1CCOCC1
1.0,CC(=O)Nc1ccc(S(=O)(=O)NC2CCS(=O)(=O)C2)cc1Cl (stereo not drawn)
0.4,COc1ccc(NC(=O)C(=O)NCCCO)cc1Cl
2.2,Cc1ccccc1Nc1nc(N)nc(CSc2nnc(C)n2C)n1
1.2,CCOC(=O)N1CCC(NC(=O)Cn2nc(-c3ccccc3)ccc2=O)CC1
-1.8,O=C(NC1CCCCC1)c1n[nH]c2c1CC(c1ccccc1)CC2 (stereo not drawn)
-2.2,Cc1nn(Cc2ccccc2)c(Cl)c1C(=O)NCCc1ccccc1
1.5,COc1ccc(/C=N/OCC(=O)N(Cc2ccc(OC)cc2)c2ccccc2C(=O)O)cc1
-0.3,Cc1ccc(C)c(N2CCN(C(=O)CCc3nc(-c4ccccc4C)no3)CC2)c1

3 entries already listed, arranged by SMILES length, highest first:
TTR transcr act,SMILES
2.0,CCOc1cc(/C=N/NC(=O)c2cccnc2)ccc1OCC(=O)N1CCOCC1
1.0,CC(=O)Nc1ccc(S(=O)(=O)NC2CCS(=O)(=O)C2)cc1Cl (stereo not drawn)
-2.2,Cc1nn(Cc2ccccc2)c(Cl)c1C(=O)NCCc1ccccc1

The listing continues.
TTR transcr act,SMILES
-1.6,Cc1cccc(NC(=O)c2cc(NC(=O)C3CCCCC3C(=O)O)ccc2Cl)n1 (stereo not drawn)
0.1,O=C(C1CCCCC1)N(Cc1ccccc1)c1ccccn1
-1.8,COc1ccccc1NNC(=O)C(O)(c1ccccc1OC)c1ccccc1OC
-1.0,CCOC(=O)C(C(C)=O)C(c1ccc(OC)cc1)C(C(C)=O)C(=O)OCC (stereo not drawn)
-0.5,CN(C)C(CNC(=S)Nc1cccc(Cl)c1)c1cccnc1 (stereo not drawn)
1.0,O=C(NCCCN=C1NS(=O)(=O)c2ccccc21)c1ccc(Cl)cc1
1.6,COCCN(Cc1cc2cc3c(cc2nc1Cl)OCO3)C(=O)c1ccc(C)cc1
-0.3,COc1ccc(CN2CCC[C@]3(N[C@H](c4ccc(OC)cc4)[C@@H]4C(=O)N(C)C(=O)[C@@H]43)C2=O)cc1
-6.5,CCOC(=O)Nc1ccc2c(c1)N(C(=O)CCN(CC)CC)c1ccccc1S2=O (stereo not drawn)
-2.0,COC(CNC(=O)Cc1c(C)nc2c(-c3ccccc3)c(C)nn2c1C)OC
-1.9,NC(=O)C1CCN(c2nc(-c3ccc(Oc4ccccc4)cc3)cs2)CC1
-3.3,C=CCSc1nnc(NC(=O)c2cccc(S(=O)(=O)N3CCOCC3)c2)s1
1.4,COc1ccc(N=C2SC(C(N)=O)CC(=O)N2Cc2ccc3c(c2)OCO3)cc1 (stereo not drawn)
-0.6,N#C/C(=C/c1ccc(O)c([N+](=O)[O-])c1)C(=O)Nc1ccccc1
3.3,N#CC1(NC(=O)COC(=O)C2=COCCO2)CCCCC1
2.7,CCN(CC(=O)Nc1ccc2c(c1)OCCO2)C(=O)c1ccc(CS(C)(=O)=O)cc1
-1.2,CC(=O)c1cccc(OCC(=O)N(CCC2=CCCCC2)c2c(N)n(Cc3ccccc3)c(=O)[nH]c2=O)c1
0.6,CC(C)Oc1cc2ccccc2cc1CNC[C@H]1O[C@@H](n2cnc3c(N)ncnc32)[C@H](O)[C@@H]1O
0.0,COc1ccc(NC(=O)CN(C)C(=O)Cc2ccc3c(c2)CCC3)cc1
-0.8,C=CCCC(=O)N1CCC(Oc2cccc(C(=O)NCc3ccccn3)c2)CC1
-2.6,CNc1nc2ccccc2n1/N=C/c1cccc(OC)c1OC
